MITF inh: inhibitors of human MITF; O75030; AlphaScreen MITF homodimerization, bead proximity signal; inhibition, % at 2.6 µM; 650,000 compounds, 0.91% hits; in the data active = inhibition above about 50%;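 note: 0% = vehicle wells with protein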
Target sequence (O75030 whole entry, looked up): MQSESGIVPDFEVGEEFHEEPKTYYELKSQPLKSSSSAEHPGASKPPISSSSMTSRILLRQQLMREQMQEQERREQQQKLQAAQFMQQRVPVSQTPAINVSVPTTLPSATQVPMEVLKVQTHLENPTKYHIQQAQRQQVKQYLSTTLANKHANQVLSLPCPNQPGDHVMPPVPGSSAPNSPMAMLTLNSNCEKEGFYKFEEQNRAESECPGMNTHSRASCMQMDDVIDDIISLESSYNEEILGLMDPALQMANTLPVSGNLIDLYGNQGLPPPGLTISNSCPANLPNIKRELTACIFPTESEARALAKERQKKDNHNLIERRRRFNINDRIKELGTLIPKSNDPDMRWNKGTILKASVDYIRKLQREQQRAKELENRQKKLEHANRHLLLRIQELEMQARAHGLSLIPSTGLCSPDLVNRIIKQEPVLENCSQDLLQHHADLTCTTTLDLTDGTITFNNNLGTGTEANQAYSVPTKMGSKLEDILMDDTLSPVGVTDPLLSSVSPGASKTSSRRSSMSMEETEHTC
GPR151 ag: human GPR151 activation; Q8TDV0; activation, % at 11.2 µM; 650,000 compounds, 1% hits; AID 1508602; PathHunter beta-arrestin GPR151 cells, luminescence; in the data active = activation above about 4.9%;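 note: 0% = median of compound wells and 100% = cells with positive control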
Target sequence (Q8TDV0 whole entry, looked up): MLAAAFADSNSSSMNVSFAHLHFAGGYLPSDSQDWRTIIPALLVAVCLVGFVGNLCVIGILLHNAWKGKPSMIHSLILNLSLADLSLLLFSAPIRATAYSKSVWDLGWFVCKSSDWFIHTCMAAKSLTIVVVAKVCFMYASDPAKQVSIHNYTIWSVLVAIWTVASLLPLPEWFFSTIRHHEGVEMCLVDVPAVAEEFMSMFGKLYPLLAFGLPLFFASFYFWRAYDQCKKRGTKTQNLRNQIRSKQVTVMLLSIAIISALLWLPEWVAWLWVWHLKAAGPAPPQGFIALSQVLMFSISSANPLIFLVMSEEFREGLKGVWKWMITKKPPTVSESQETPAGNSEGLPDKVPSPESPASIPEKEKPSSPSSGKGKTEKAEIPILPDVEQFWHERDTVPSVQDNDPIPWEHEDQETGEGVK
TEAD-YAP inh: TEAD-YAP interaction inhibition; HEK-TIYL cells, TEAD-Gal4/YAP UAS-luciferase luminescence; inhibition, % at 9.12 µM; 640,000 compounds, 1.4% hits; in the data active = inhibition above about 32%;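 note: 0% = median of test compound wells and 100% = reference inhibitor wells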
FBW7 act: activators of human E3 ligase FBW7; Q969H0; AlphaScreen FBW7–phospho-cyclin E peptide binding, activator screen; normalized activity (activation), % at 26.1 µM; 650,000 compounds, 0.13% hits; in the data active = normalized activity above about 1.9%;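 note: purified mutant Fbw7 with reduced substrate affinity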
Active calls of the source: *; & = joins results of further samples.

SMILES	MITF inh	GPR151 ag	TEAD-YAP inh	FBW7 act
Cc1nc2scc(C)n2c(=O)c1NC(=O)CC1CCCC1	-6	1.2	8	0.0
O=C(Nc1ccccc1)c1ccc(NC(=O)c2cc([N+](=O)[O-])ccc2Cl)cc1	1	2.7	15	0.4
O=C1CCCN1C(=O)COc1ccccc1[N+](=O)[O-]	-4	-0.2	11	0.2
O=C(NC(=S)Nc1ccc(N2CCCC2)cc1)c1ccco1	13	0.5	-44	-0.4
Cc1csc(NC(=O)CSc2nc3cc4c(cc3cc2C#N)OCO4)n1	5	-1.8	-35	1.6
CC(C)(C)c1csc(CN2CCN(CC(=O)N3CCc4ccccc43)CC2)n1	43	-0.5	-2	-0.4
OC1(c2ccc(Cl)cc2)CCN(Cc2c[nH]c3ccccc23)CC1	11&-8	2.4&0.2	1	0.0&-0.2
O=C(CSCc1cccc(Br)c1)NC1CC1	6	-1.1	-4	-0.1
CCOC(=O)C1CCN(C/C=C/c2ccccc2OC)CC1	33	-0.2	3	-0.1
CCN(CC)c1nc(Cl)nc(N2CCOCC2)n1	-11	-0.7	-14	-0.2
Cc1cc(C(=O)CCl)c(C)n1Cc1ccccc1	-1	2.3	12	-0.1
COc1ccc(CC(=O)Nc2c3c(nn2-c2cccc(C)c2)CSC3)cc1	20	-1.2	6	-0.1

Single records (already shown). Order of values: MITF inh	GPR151 ag	TEAD-YAP inh	FBW7 act
Listed for O=C(Nc1ccccc1)c1ccc(NC(=O)c2cc([N+](=O)[O-])ccc2Cl)cc1 → 1	2.7	15	0.4
Listed for O=C(NC(=S)Nc1ccc(N2CCCC2)cc1)c1ccco1 → 13	0.5	-44	-0.4
Listed for CCN(CC)c1nc(Cl)nc(N2CCOCC2)n1 → -11	-0.7	-14	-0.2
Listed for COc1ccc(CC(=O)Nc2c3c(nn2-c2cccc(C)c2)CSC3)cc1 → 20	-1.2	6	-0.1
Listed for Cc1csc(NC(=O)CSc2nc3cc4c(cc3cc2C#N)OCO4)n1 → 5	-1.8	-35	1.6

Carrying on.
SMILES	MITF inh	GPR151 ag	TEAD-YAP inh	FBW7 act
CCOC(=O)c1c(-c2ccccc2)oc2c1cc(NS(=O)(=O)c1ccc(C)cc1)c1ccccc12	18	-1.4	6	0.2
O=C(Nc1ccc(N2CCOCC2)cc1)c1cccc(-n2ncc3c2CCN(Cc2ccccc2)C3)c1	5	0.0	9	-0.1
Cc1nc2sc(C(c3ccco3)N3CCC(C(N)=O)CC3)c(O)n2n1 (centres undefined)	8	-0.6	1	0.3
Cc1cc(C)n(C(=O)c2nn(C)cc2I)n1	-13	0.2	-2	-0.1
CCn1cc(S(=O)(=O)CC(=O)Nc2ccccc2C(F)(F)F)c2ccccc21	0	0.0	-2	0.2
O=C(Nc1ccc(N=Cc2ccc(O)cc2O)cc1)c1ccc(F)cc1	9	-0.2	-22	-0.1
Cc1ccc(Nc2nc(-c3ccc(S(=O)(=O)N4CCCC4)cc3)cs2)cc1	-8	-1.9	6	0.0
Cc1ccc(CNS(=O)(=O)c2ccc(F)c(C(=O)Nc3ccccc3C(F)(F)F)c2)cc1	-15	0.4	-6	0.0
Cc1sc2nc(C(C)C)oc(=O)c2c1C	12	0.2	8	0.7
Cc1ccc(NC(=O)Nc2cccc(Cl)c2)cc1F	-8	0.3	-62	-0.1
O=C(O)CSc1n[nH]c(-c2ccc(Cl)cc2)n1	20	-1.3	-4	0.3
O=C(CSc1nc2sc3c(c2c(=O)n1-c1ccccc1)CCC3)NC1CCCCC1	6	2.0	6	0.5

3 entries picked at random from those above:
SMILES	MITF inh	GPR151 ag	TEAD-YAP inh	FBW7 act
Cc1nc2sc(C(c3ccco3)N3CCC(C(N)=O)CC3)c(O)n2n1 (centres undefined)	8	-0.6	1	0.3
Cc1ccc(Nc2nc(-c3ccc(S(=O)(=O)N4CCCC4)cc3)cs2)cc1	-8	-1.9	6	0.0
Cc1sc2nc(C(C)C)oc(=O)c2c1C	12	0.2	8	0.7

(continued)
SMILES	MITF inh	GPR151 ag	TEAD-YAP inh	FBW7 act
O=C(c1cn(-c2ccccc2)nc1-c1ccc2c(c1)OCCO2)N1CCOCC1	58*	0.1	-5	0.0
O=C(CN1CC(c2ccccc2)CC1=O)N1CCC(c2ccnc(-c3ccccc3)n2)CC1 (centres undefined)	0	0.6	5	-0.1
Cc1noc(C)c1COC(=O)CNC(=O)c1ccc(Cl)c([N+](=O)[O-])c1	14	-1.7	-3	0.6
N/C(=N/OC(=O)c1ccccc1Cl)c1nonc1N	14	-0.1	2	0.0
COc1ccc(N2C(=O)C(C)SC23CCCCC3)cc1 (centres undefined)	16	0.6	3	0.0
COc1cc(-c2cnc3ccc(NCc4cccc(Cl)c4)nn23)ccc1O	9	-0.7	8	0.2
CN(C)CCN(C)c1cc(-c2cn[nH]c2)ccc1NC(=O)NC(CCO)c1ccccc1 (centres undefined)	12	0.0	8	0.3
O=C(CCNS(=O)(=O)c1ccc(F)cc1)N1CCC2(CC1)OCCO2	-7	1.4	-7	-0.1
Cc1ccc2cccc(OCC(=O)Nc3ccc(C)c([N+](=O)[O-])c3)c2n1	10	0.1	7	0.9
COC(=O)c1cc2ccc(Br)cc2[nH]1	-1	1.8	-16	0.3
CCN(CC(=O)Nc1cc(F)ccc1F)CC(=O)Nc1ccccc1C(F)(F)F	1	1.2	-1	0.1
CC1=C(C(N)=O)C(c2ccc(C(C)C)cc2)NC(=S)N1 (centres undefined)	19	-0.7	0	-0.1
CC(C)NC(=O)Cn1c(SCC(=O)N2CCOCC2)nc2ccccc21	3	1.0	-4	-0.1
S=c1[nH]c(-c2ccc(Cl)cc2)cn1-c1cccc(Cl)c1	10	2.0	-7	0.1
CCOC(=O)CCNC(=O)N1CCCC(CNS(=O)(=O)Cc2ccccc2)C1 (centres undefined)	-4	-1.0	-3	-0.1
O=C(Nc1cccc(-c2ccn[nH]2)c1)C1CCN(Cc2cccn2-c2ncccn2)CC1	14	1.6	-2	-0.1
Oc1c(C(c2cccc(F)c2)N2CCN(c3ccc(F)cc3)CC2)sc2ncnn12 (centres undefined)	14	-0.4	14	0.2
N#CC1=C(N)OC2=C(C(=O)CCC2)C1c1coc2ccccc2c1=O (centres undefined)	19	2.2	-3	0.0
Cc1cc(C)n(-c2ccc(N3CCN(S(=O)(=O)c4ccccc4F)CC3)nn2)n1	1	-0.6	-1	-0.2
O=C(CN1C(=O)CC(c2ccco2)Sc2ccccc21)NCc1ccc(F)cc1 (centres undefined)	3	0.4	3	-0.2
O=C(Nc1ccc(Cl)cn1)c1ccc(Oc2ccccc2)cc1	12	-4.1	-45	0.1
Cc1ccc(Nc2ccc(-n3ccnc3)nn2)cc1Cl	8	2.1	6	-0.1
CCOC(=O)c1c(C)nc(C)c(C(=O)OCC)c1-c1ccc(Cl)cc1	9	1.1	-9	0.1
O=C(CCN1N=C(c2ccccc2)CCC1=O)NCCc1ccc(Cl)cc1	1	-0.1	-10	0.1
COC(=O)C1=CN(CC2CCCO2)C=C(C(=O)OC)C1c1ccc(OCc2ccccc2)c(OC)c1 (centres undefined)	-18	-2.5	-8	0.1
CC(C)C1C2CCCCC2=NN1C(=O)/C=C/C(=O)O (centres undefined)	-8	-0.2	-4	0.2
COc1ccc(C(O)C(CN2CCOCC2)c2ccccc2)cc1F (centres undefined)	11	-0.5	-3	0.4
O=C1CCCN1CCn1cnc2c(Nc3ccc(N4CCOCC4)cc3)nc(NCCN3CCOCC3)nc21	8	0.1	8	-0.2
Cc1ccc(-c2nc(C#N)c(N3CCC(C(N)=O)CC3)o2)cc1	26	-1.3	7	0.2
CCCCCCCC(=O)NC1CC1	-2	-0.2	3	0.0
CC(=O)ON1C(C)(C)CC(=O)CC1(C)C	6	-1.5	3	-0.1
COC(=O)C1=CN(C)C=C(C(=O)OC)C1c1ccc(C)s1	3	1.2	2	-0.2
Cc1cc(N2CCN(C)CC2)nc2ccc(NC(=O)NCc3cccs3)cc12	2	1.0	-6	-0.1
O=C(NC1CCN(Cc2ccccc2)CC1)c1cnc(Nc2ccncn2)s1	-2	-1.2	-2	-0.1
COc1cccc(N2C(=O)CN(C(=O)C3CCCC3)CC2C)c1 (centres undefined)	0	-0.6	-11	0.0
COc1ccc2nc(SCC(=O)Nc3ccc(Br)cc3)[nH]c2c1	25	-0.4	-11	1.2
Cc1occc1C(=O)Nc1sc(C)c(C)c1C(N)=O	-1	1.5	-6	0.1
COc1ccc(CNC(=O)CCN2C(=S)NC(C)(C)CC2C)cc1 (centres undefined)	3	-0.5	-6	-0.2
CCOc1ccccc1NC(=O)C1=C(C)NC(=O)NC1c1ccc(C)cc1 (centres undefined)	5	0.1	-1	0.8
CCCCC1=NN2C(=N)/C(=C/c3ccc(-c4cccc(Cl)c4)o3)C(=O)N=C2S1	2	-0.9	-1	0.0
O=C(Nc1ccccc1F)c1ccc([N+](=O)[O-])s1	10	-0.9	-11	0.1
C=CCN(CC=C)S(=O)(=O)c1cc(Cl)ccc1Cl	17	-0.8	-18	0.0
COc1ccc2c(c1)O/C(=C\c1ccc(OC(C)=O)c(OC)c1)C2=O	-11	2.8	43*	0.0
COc1ccccc1-c1c(C(F)(F)F)oc2cc(OC(=O)N3CCOCC3)ccc2c1=O	13	0.7	52*	0.1
Cc1ccc(CCNC(=O)CCNS(=O)(=O)c2ccc(Cl)cc2)cc1	1	0.9	4	0.0
CCN(CC)c1ccc(C2OCC(Br)([N+](=O)[O-])CO2)cc1 (centres undefined)	3	0.3	15	0.0
O=C(c1nc2ccccn2c1CNCCc1cccc(Cl)c1)N1CCOCC1	5	-1.1	11	0.2
CC(C)c1nnc2n1CCN(Cc1ccccc1O)CC2	-2	0.4	-2	-0.2
CCOc1cc(S(=O)(=O)Nc2cccc3cn[nH]c23)ccc1Cl	-12	0.2	6	0.0
C/C(N)=C(/C#N)C(=O)CN1C(=O)NC(C)(c2ccc3c(c2)OCO3)C1=O (centres undefined)	16	2.6	-5	-0.1
O=C(O)C1CCN(C(=O)COc2ccc(Br)cc2)CC1	-4	0.1	7	-0.1
CCCCNC(=O)/C(=C\c1ccc(N(C)C)cc1)NC(=O)c1ccccc1	5	-0.3	4	-0.1
CCC(=O)Nc1nnc(SCC(=O)N2CCCc3ccccc32)s1	15	1.3	-1	0.1
CCOC(=O)c1ccc(NC(=O)C(CC)Sc2nc3ccsc3c(=O)n2NC(=O)COc2ccccc2Br)cc1 (centres undefined)	-3	0.8	-1	-0.1
O=[N+]([O-])c1ccc2c(c1)oc1ccc(S(=O)(=O)Nc3ccc4c(c3)OCCO4)cc12	8	-0.1	15	0.2
CN(Cc1ccco1)S(=O)(=O)c1nnc(NC(=O)c2ccc(C(C)(C)C)cc2)s1	12	-0.1	-20	0.9
Nc1nc(SCC(=O)c2c[nH]c3ccccc23)n[nH]1	4	-0.9	5	0.3
Cc1ccc(-n2c(C)cc(C)c(C#N)c2=O)cc1C	-8	1.4	8	-0.2
CCC(C)NC(=O)c1cnn2c(C)c(Cc3cccc(Br)c3)c(C)nc12 (centres undefined)	-4	1.3	8	0.0
Cc1ccc(NC(=O)c2cc3ccccc3oc2=O)cc1[N+](=O)[O-]	-4	1.0	-7	0.0

Remaining list, next part:
SMILES	MITF inh	GPR151 ag	TEAD-YAP inh	FBW7 act
CCN1C(=O)/C(=C/c2c(NCCOCCO)nc3c(C)cccn3c2=O)SC1=S	8	-2.4	-10	-0.1
Cc1c(C(=O)O/N=C(\N)c2ccccn2)cccc1[N+](=O)[O-]	12	-6.7	11	0.0
Clc1ccc(Cn2c(CN3CCCC3)nc3ccccc32)cc1	7&17&-7&1&-4	-1.0&0.5&-3.3&1.0&2.4	-8&7&-4&-1	0.1&0.4&-0.3&-0.2&0.4
CCc1cccc(NC(=O)c2cnc(N3CCOCC3)nc2)c1	4	-0.3	-10	0.6
O=C(c1ccncc1)N1CCN(C(=O)c2cccc(Cl)c2)CC1	3	-0.9	8	0.3
C=CCn1c(CNC(=O)c2ccc(Cl)c(Cl)c2)n[nH]c1=S	-3	-0.4	-3	0.0
O=C(CN1N=C(c2ccccc2)Cn2c(cc3ccccc32)C1=O)NCCc1ccco1	11	0.8	-6	0.1
O=C(c1ccccc1F)N(CCCO)Cc1cc2cc3c(cc2[nH]c1=O)OCO3	-13	1.3	2	0.2
Cc1ccc(C(=O)N(Cc2cccc(F)c2)C2CCS(=O)(=O)C2)cc1 (centres undefined)	5	-1.1	-2	0.1
O=c1c2cccnc2[nH]c(=S)n1CCN1CCN(c2ccccc2F)CC1	5	0.7	3	0.0
CCn1c(SCC(=O)Nc2ccc3c(c2)OCO3)nc2c(c1=O)SC(C)C2 (centres undefined)	3	0.6	5	0.1
Cc1cc(C)n(-c2ccc(Cl)c(C(=O)NN)n2)n1	11	-0.9	1	0.3
O=C1CCCN1CCCNc1nc(Nc2ccccc2)nc2c1ncn2CCN1CCCC1=O	-12	0.5	15	-0.1
CC(C)NC(=O)Cn1cc2c(n1)CCCC2	-14	0.1	2	0.1
CCOC(=O)c1ccc(NC(=S)NCCc2c[nH]c3ccccc23)cc1	6	0.4	12	-0.1
CCOC(=O)C1=CN(Cc2ccc(F)cc2)C=C(C(=O)OCC)C1c1cc(OCC)c(O)c([N+](=O)[O-])c1	11	-1.1	-6	0.3
O=C(O)CN(Cc1ccco1)S(=O)(=O)c1ccc(Cl)c(Cl)c1	-7	-2.9	-7	-0.4
Cc1ccccc1C1(c2ccccc2C)CC1C(=O)Nc1cccc([N+](=O)[O-])c1 (centres undefined)	12	-0.8	-11	0.0
CCOc1cc(C=O)cc(I)c1OCc1cccc(C(=O)O)c1	-4	0.0	6	-0.1

High-throughput results (PubChem)
